PREPL inh = inhibits the human prolyl oligopeptidase-like enzyme; Q4J6C6; recombinant PREPL, fluorescence polarization activity-based probe; inhibition, % at 5.96 µM; actives 0.68% (n = 320,000); AID 2751; in the data active = inhibition above about 43%;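 note: 0% = enzyme with DMSO and 100% = wells lacking enzyme; many of its hits are not listed in these tables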
LYPLA1 counter = blocks human lysophospholipase 1, a PME1 counter-screen | O75608 | recombinant LYPLA1, FP-Rh probe fluorescence polarization | inhibition, % at 5.9 µM | actives 0.16% (n = 320,000) | AID 2174;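 active = inhibition above the mean of all tested compounds plus 3 SD, set per campaign, cut at about 14% in these data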;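 note: inhibitors block serine hydrolase probe labeling of LYPLA1 so polarization falls; 0% = enzyme with DMSO and 100% = wells lacking LYPLA1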
Target sequence (O75608 whole entry, looked up): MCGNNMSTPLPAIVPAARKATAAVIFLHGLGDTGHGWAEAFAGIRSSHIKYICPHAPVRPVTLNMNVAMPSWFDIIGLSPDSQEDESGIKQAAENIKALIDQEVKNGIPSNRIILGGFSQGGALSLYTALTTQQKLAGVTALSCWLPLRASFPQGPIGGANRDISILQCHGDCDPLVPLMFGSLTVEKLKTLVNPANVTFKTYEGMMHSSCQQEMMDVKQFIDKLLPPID
PAD4 FP inh = inhibitors of human PAD4; inhibition, % at 6.36 µM; actives 0.41% (n = 330,000); recombinant PAD4, RCA probe fluorescence polarization; Q9UM07;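 active = percent inhibition above a cutoff equal to the mean of all tested compounds plus 3 SD, cut at about 15% in these data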;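 note: 0% = PAD4 with RCA probe and DMSO and 100% = probe without PAD4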
PME-1 primary = blocks human protein phosphatase methylesterase 1; recombinant PME-1, FP-Rh probe fluorescence polarization; Q9Y570; actives 0.53% (n = 320,000); inhibition, % at 5.9 µM;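 active = inhibition above the campaign mean of all compounds plus 3 SD, cut at about 26% in these data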;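 note: competitive labeling of PME-1 active site by serine hydrolase directed probe; 0% = PME-1 with DMSO and 100% = wells lacking PME-1 enzyme; inhibitors block probe labeling so polarization falls and inhibition rises; many of its hits are not listed in these tables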
pPAFAH inh = pPAFAH (human) enzyme inhibition | inhibition, % at 3.39 µM | Q13093 | actives 1.5% (n = 330,000) | recombinant pPAFAH, FP-rhodamine probe fluorescence polarization;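 active = inhibition above the mean inhibition across the screen plus 3 SD, cut at about 25% in these data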;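 note: inhibitors block binding of the rhodamine activity-based probe so polarization drops; 0% = enzyme with DMSO and 100% = wells lacking pPAFAH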
Target sequence (Q13093 whole entry, looked up): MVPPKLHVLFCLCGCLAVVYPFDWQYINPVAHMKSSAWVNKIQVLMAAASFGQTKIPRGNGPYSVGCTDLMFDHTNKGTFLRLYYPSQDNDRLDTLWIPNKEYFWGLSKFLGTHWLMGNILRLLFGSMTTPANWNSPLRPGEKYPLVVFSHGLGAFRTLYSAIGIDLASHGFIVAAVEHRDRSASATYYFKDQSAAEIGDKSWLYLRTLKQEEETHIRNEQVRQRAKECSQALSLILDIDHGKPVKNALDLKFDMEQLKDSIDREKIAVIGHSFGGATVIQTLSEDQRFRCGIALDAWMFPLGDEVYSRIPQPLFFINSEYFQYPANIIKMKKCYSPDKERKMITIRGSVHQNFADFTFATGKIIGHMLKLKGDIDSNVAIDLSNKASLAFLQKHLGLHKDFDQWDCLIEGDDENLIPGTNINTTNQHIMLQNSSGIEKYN
PAFAH1B3 FP inh = PAFAH1B3 (human) inhibition | actives 0.28% (n = 340,000) | AID 492972 | inhibition, % at 3.39 µM | Q15102 | recombinant PAFAH1B3, FP-rhodamine probe, fluorescence polarization;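 active = inhibition above the screen-wide average of all tested compounds plus 3 SD, cut at about 25% in these data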;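 note: 0% = enzyme with DMSO only and 100% = wells lacking PAFAH1B3 protein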
LYPLA2 inh = LYPLA2 (human) inhibition in PME1 counter-screen; O95372; recombinant LYPLA2, FP-Rh probe fluorescence polarization; inhibition, % at 5.9 µM; actives 0.38% (n = 320,000); AID 2177;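 active = inhibition above the screen-wide mean plus 3 SD, limit set per campaign, cut at about 26% in these data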;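 note: 0% = LYPLA2 with DMSO and 100% = wells lacking LYPLA2 enzyme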
Target sequence (O95372 whole entry, looked up): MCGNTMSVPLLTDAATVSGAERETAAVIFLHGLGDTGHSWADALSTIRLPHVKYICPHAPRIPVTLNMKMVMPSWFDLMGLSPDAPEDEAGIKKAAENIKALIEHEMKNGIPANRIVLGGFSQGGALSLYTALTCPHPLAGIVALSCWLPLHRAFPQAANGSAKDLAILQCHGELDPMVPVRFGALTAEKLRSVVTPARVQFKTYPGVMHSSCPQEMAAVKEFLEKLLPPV
PAFAH1B2 FP inh = blocks human PAF acetylhydrolase 1b catalytic subunit 2; inhibition, % at 3.39 µM; P68402; recombinant PAFAH1B2, FP-rhodamine activity probe, fluorescence polarization; actives 1.2% (n = 340,000);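 active = inhibition above the mean of all tested compounds plus 3 SD, cut at about 24% in these data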;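 note: 0% = enzyme with DMSO and 100% = wells lacking PAFAH1B2; many of its hits are not listed in these tables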
GSTO1 inh = counter-screen for RBBP9 inhibitors: inhibitors of human GSTO1; P78417; recombinant GSTO1, activity-based probe fluorescence polarization; inhibition, % at 5.96 µM; actives 1.1% (n = 300,000); AID 1974;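 active = inhibition above the campaign mean inhibition plus 3 SD, cut at about 35% in these data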;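 note: 0% = GSTO1-1 with DMSO and 100% = wells lacking GSTO1-1 enzyme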
Active calls of the source: *; / = not tested or not shown. A portion of the library, so the mix of outcomes need not match the whole.

1: COc1cccc(/C(O)=C2/C(=O)C(=O)N(CCN3CCOCC3)C2c2cccnc2)c1 (stereo unspecified)
2: O=C(O)/C=C/c1cccc(NC(=O)c2ccc(Cl)cc2)c1
3: N#C/C(=C/c1ccc(-c2ccc(Br)cc2)o1)C(=O)NC1CCCCC1
4: Cn1c(N)cc(=O)n(Cc2ccccc2)c1=O
5: O=c1[nH]cnc(O)c1C(c1ccc2c(c1)OCO2)c1c(O)nc[nH]c1=O
6: Cc1ccc(S(=O)(=O)N2C(=O)CCC2C(=O)NCc2ccco2)cc1 (stereo unspecified)
7: COc1cc(NC(=O)COC(C)=O)cc(OC)c1OC
8: CC(=O)c1cccc(S(=O)(=O)N2CCC(n3nnc4cc(F)ccc43)CC2)c1
9: COc1ccccc1N(C)S(=O)(=O)c1ccc(C(=O)Nc2nccs2)cc1
10: COCCn1c(SCC(=O)Nc2ccccc2OC)nnc1-c1ccco1
compound no.	1	2	3	4	5	6	7	8	9	10
LYPLA1 counter	3	0	-7	0	-5	-1	4	2	-3	0
pPAFAH inh	4	0	-3	4	3	1	1	-1	1	2
PAFAH1B3 FP inh	0	1	-3	3	-2	2	5	-4	-4	4
GSTO1 inh	1	2	11	6	-1	2	5	0	/	-2
PME-1 primary	-2	-2	-10	-1	4	-3	-5	3	2	-3
PAD4 FP inh	-3	0	-3	5	-4	0	-3	0	-3	0
PAFAH1B2 FP inh	4	-2	-4	15	0	-2	1	-4	3	0
PREPL inh	-5	-2	1	-4	15	6	1	-49	-16	0
LYPLA2 inh	4	7	-6	-2	-4	-7	3	2	2	-5

11: Cc1cc(-c2c(C(=O)N3CCOCC3)c(C)nn2-c2cccc(C(F)(F)F)c2)no1
12: COc1ccc(Cl)cc1NC(=O)CN(C)CC(=O)Nc1ccccc1C(F)(F)F
13: Cc1ccc(S(=O)(=O)N(C)CC(=O)NCCCn2nc(C)cc2C)cc1
14: COc1ccccc1N1CCN(S(=O)(=O)c2cccc(F)c2)CC1
15: CCOc1ccc(NC(=O)Nc2cc(C)on2)cc1
16: O=C(NCCO)c1ccc2c3n(nc2c1)-c1ccccc1CO3
17: CCN1CCN(c2ccc(Nc3ccnc4ccccc34)cc2)CC1
18: O=C(O)CC1SC(N/N=C/c2ccc(Br)cc2)NC1=O (stereo unspecified)
19: COc1ccc(C2=NS(=O)(=O)N(C)C(C(=O)Nc3ccc4c(c3)OCO4)=C2)cc1OC
20: Cc1nn(C)cc1C(=O)Nc1cc(Oc2ccc(Cl)cc2)cc([N+](=O)[O-])c1
compound no.	11	12	13	14	15	16	17	18	19	20
LYPLA1 counter	-1	-3	/	0	1	-4	2	4	-1	-19
pPAFAH inh	3	-4	0	-5	-2	-1	9	0	7	8
PAFAH1B3 FP inh	-2	0	1	11	-2	8	-5	-3	2	-3
GSTO1 inh	-7	24	/	8	1	-1	/	-4	2	-4
PME-1 primary	0	4	/	2	13	-3	6	2	6	-14
PAD4 FP inh	1	-12	-3	-3	3	2	-1	4	-4	-1
PAFAH1B2 FP inh	4	4	4	2	-3	-6	0	-2	6	-1
PREPL inh	-1	0	3	5	12	3	26	8	-1	14
LYPLA2 inh	0	-9	/	6	2	-9	11	3	5	-17

21: O=C(CCN1C(=O)COc2ccccc21)NCCCN1CCCC1
22: CCOC(=O)N1CCN(C(=O)c2cc3ccc(OC)cc3[nH]2)CC1
23: CCN(CC)c1ccc(/C=N/NC(=O)CNC(=O)c2ccc3c(c2)OCCO3)cc1
24: O=C(COC(=O)CNC(=O)c1ccc(Cl)cc1)NC1CCCCCC1
25: Cc1ccc(S(=O)(=O)NC(N)=NCCc2ccc(Cl)cc2)cc1
26: O=C(NC1=NCCS1)c1ccc(Cl)c(S(=O)(=O)N2CCOCC2)c1
27: CCN(C(=O)CN1C(=O)c2ccccc2S1(=O)=O)C1CCCCC1
28: CCOC(=O)N1CCC(Nc2ncnc3c2cnn3-c2ccc(C)cc2C)CC1
29: Cc1cccc(-c2oc3ccccc3c2-c2ccc3c(c2)OCO3)c1
30: CC1CCc2sc(C(=O)NC(C)C3CCCO3)cc2C1 (stereo unspecified)
compound no.	21	22	23	24	25	26	27	28	29	30
LYPLA1 counter	1	-3	2	1	-3	3	-1	3	-3	1
pPAFAH inh	-7	2	4	0	0	-8	9	4	-2	3
PAFAH1B3 FP inh	0	7	3	-3	14	16	-7	16	1	8
GSTO1 inh	-5	0	6	/	-2	-8	9	1	-1	-1
PME-1 primary	1	0	6	-4	8	-4	2	0	-9	-2
PAD4 FP inh	-7	5	6	-3	3	-3	1	0	-3	-5
PAFAH1B2 FP inh	-5	2	2	1	22	1	3	5	-3	-1
PREPL inh	6	-3	14	7	-38	9	-7	3	-3	5
LYPLA2 inh	0	0	6	-5	-2	0	-1	17	-5	-1

31: Clc1ccc(OCCN2CCOCC2)cc1
32: S=C(c1ccc(Br)cc1)N1CCN(Cc2ccccc2)CC1
33: Cc1ccc(C)c(CN2C(=O)c3ccccc3S(=O)c3ccc(C(=O)NCCCN4CCCC4)cc32)c1 (stereo unspecified)
34: CCOc1c(OC)cccc1C1CC(=O)Nc2cc3c(cc21)OCCO3 (stereo unspecified)
35: COc1ccc(-n2ncc(N(C)n3cccc3)c(Cl)c2=O)cc1
36: S=C(NCc1cccs1)Nc1ccc(Cl)cc1
37: COc1ccc(C(CNC(=O)c2sccc2C)N2CCOCC2)cc1 (stereo unspecified)
38: C=CCn1c(O)c(N=NC(=O)CNC(=O)/C=C/c2ccco2)c2ccccc21
39: CCc1noc(C)c1C(=O)Nc1cc(S(=O)(=O)N2CCCCC2)ccc1N(C)C
40: COc1ccc(Cl)cc1NC(=O)Cn1c(NCCO)nc2ccccc21
compound no.	31	32	33	34	35	36	37	38	39	40
LYPLA1 counter	-1	2	0	1	4	-1	-2	11	2	0
pPAFAH inh	3	-2	-3	19	2	2	2	13	4	2
PAFAH1B3 FP inh	5	-2	-2	0	8	7	2	5	11	3
GSTO1 inh	-1	4	-4	5	5	4	2	6	-5	5
PME-1 primary	0	-2	-5	2	2	-5	-1	2	6	-13
PAD4 FP inh	0	0	5	-1	-3	0	0	0	-3	0
PAFAH1B2 FP inh	1	-1	2	5	3	7	3	-2	3	1
PREPL inh	5	-35	15	6	19	-3	1	6	-3	-12
LYPLA2 inh	5	3	3	3	6	4	1	1	4	-4

Some of the entries so far, field by field.
34: CCOc1c(OC)cccc1C1CC(=O)Nc2cc3c(cc21)OCCO3 (stereo unspecified)
  LYPLA1 counter: 1	pPAFAH inh: 19	PAFAH1B3 FP inh: 0	GSTO1 inh: 5	PME-1 primary: 2	PAD4 FP inh: -1	PAFAH1B2 FP inh: 5	PREPL inh: 6	LYPLA2 inh: 3

35: COc1ccc(-n2ncc(N(C)n3cccc3)c(Cl)c2=O)cc1
  LYPLA1 counter: 4	pPAFAH inh: 2	PAFAH1B3 FP inh: 8	GSTO1 inh: 5	PME-1 primary: 2	PAD4 FP inh: -3	PAFAH1B2 FP inh: 3	PREPL inh: 19	LYPLA2 inh: 6

36: S=C(NCc1cccs1)Nc1ccc(Cl)cc1
  LYPLA1 counter: -1	pPAFAH inh: 2	PAFAH1B3 FP inh: 7	GSTO1 inh: 4	PME-1 primary: -5	PAD4 FP inh: 0	PAFAH1B2 FP inh: 7	PREPL inh: -3	LYPLA2 inh: 4

37: COc1ccc(C(CNC(=O)c2sccc2C)N2CCOCC2)cc1 (stereo unspecified)
  LYPLA1 counter: -2	pPAFAH inh: 2	PAFAH1B3 FP inh: 2	GSTO1 inh: 2	PME-1 primary: -1	PAD4 FP inh: 0	PAFAH1B2 FP inh: 3	PREPL inh: 1	LYPLA2 inh: 1

Later entries:
41: COC(=O)N/N=C/c1cc(N=Nc2ccccc2Cl)ccc1O
42: O=S(=O)(c1cccc(NC(=S)Nc2ccc(Br)cc2Cl)c1)N1CCOCC1
43: CCn1c(Cn2nnc(-c3ccccc3)n2)nnc1SCC(=O)N1CCOCC1
44: Cc1cc(C)n(CCc2nc(-c3ccco3)cs2)n1
45: CCOC(=O)C1CCN(C(=O)C(=O)Nc2ccc3nc4n(c(=O)c3c2)CCCCC4)CC1
46: CC1CCCC(NC(=O)COC(=O)/C=C/c2ccc([N+](=O)[O-])cc2)C1C (stereo unspecified)
47: COc1cc(OC)c2c(-c3cccc(-c4ccc(C(F)(F)F)cc4)c3)cc(=O)oc2c1
48: COc1ccc(S(=O)(=O)N2CCN(C)CC2)c(C)c1
49: O=C(CSc1ccc(F)cc1)NC1CCCCC1
50: O=C(Nc1ccccc1C(=O)N1CCOCC1)c1ccc([N+](=O)[O-])cc1
compound no.	41	42	43	44	45	46	47	48	49	50
LYPLA1 counter	-18	-2	2	-4	2	/	/	1	0	0
pPAFAH inh	0	-5	0	12	3	11	-2	-2	-4	-4
PAFAH1B3 FP inh	4	-3	-5	6	-2	9	-3	1	5	5
GSTO1 inh	-3	-1	5	12	2	/	/	6	2	8
PME-1 primary	-2	-8	-2	-5	0	/	/	2	1	3
PAD4 FP inh	-1	-1	2	0	4	0	6	-2	3	5
PAFAH1B2 FP inh	1	2	1	2	1	5	-2	-2	2	2
PREPL inh	22	10	2	6	-11	22	/	7	15	14
LYPLA2 inh	-14	-1	1	-2	8	/	/	-3	1	1

51: O=C(NC1CCCC1)C(c1ccccn1)N(C(=O)c1csnn1)C1CCCC1 (stereo unspecified)
52: COc1ccc(NC(=O)Cc2ccc(C)c(C)c2)cc1Cl
53: N#Cc1c2n(c3c(=O)n(Cc4ccccc4Cl)cnc13)CCCC2
54: CC1CCCN(c2ncnc3c2cnn3-c2ccccc2)C1 (stereo unspecified)
55: CNc1ncc(C(=O)c2ccccc2)s1
56: NC(=O)CC(NC(=O)c1ccccc1)c1ccc(N2CCN(c3ccccc3)CC2)c([N+](=O)[O-])c1 (stereo unspecified)
compound no.	51	52	53	54	55	56
LYPLA1 counter	-4	-1	-4	-2	3	-4
pPAFAH inh	4	2	2	2	5	3
PAFAH1B3 FP inh	2	4	6	-5	-1	-4
GSTO1 inh	6	1	0	15	0	-2
PME-1 primary	-8	4	1	-4	6	9
PAD4 FP inh	-3	-3	5	3	1	-4
PAFAH1B2 FP inh	-2	4	1	1	4	3
PREPL inh	7	12	7	-5	-3	17
LYPLA2 inh	1	1	-1	-1	8	14

Bioassay records: PubChem, The Scripps Research Institute Molecular Screening Center
